Screening results deposited in PubChem BioAssay by several laboratories.
NS3 helicase inh: HCV NS3 helicase inhibition; inhibition, % at 10.9 µM; NS3 helicase DNA unwinding, Cy5 molecular beacon fluorescence; 290,000 compounds, 0.56% hits; AID 1800;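 active = inhibition above the mean of all tested compounds plus 3 SD, set per campaign, cut at about 35% in these data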;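 note: 0% = DMSO wells and 100% = thioflavine S control wells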
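test system = hepatitis C virus NS3 helicase domain fragment enzyme | reagent = annealed dual-labelled DNA beacon duplex, ATP-started | times = 1 h at 25 °C | detection = Cy5 fluorescence, 0 and 60 min reads | read-out basis = percent inhibition from t60/t0 fluorescence ratio | control set = DMSO and thioflavine S | replication = one well per compound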
UBC9 SUMO inh: SUMOylation inhibition. P63279. HTRF SUMOylation assay, SAE1/SAE2 + UBC9, in vitro. inhibition, % at 35 µM. 290,000 compounds, 0.36% hits. AID 2006; in the data active = inhibition above about 50%, passing the limit was not always enough; note: strong numbers were not always called active
VIM-2 inh: inhibitors of Pseudomonas aeruginosa VIM-2 metallo-beta-lactamase; purified VIM-2, nitrocefin hydrolysis, epi-absorbance fluorescence; AID 1527; 290,000 compounds, 0.89% hits; inhibition, % at 5.6 µM;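 active = inhibition above the mean of all tested compounds plus 3 SD, cutoff set per screening run, cut at about 7.5% in these data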;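 note: red hydrolysis product quenches plate fluorescence so inhibitors raise well fluorescence; 0% = enzyme with DMSO and 100% = DMSO without enzyme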
IMP-1 inh: inhibitors of Pseudomonas aeruginosa IMP-1 metallo-beta-lactamase | 290,000 compounds, 0.45% hits | inhibition, % at 5.6 µM | purified IMP-1, nitrocefin hydrolysis, epi-absorbance fluorescence | AID 1556;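 active = inhibition above the mean plus 3 SD of all compounds in the same screening run, cut at about 4.5% in these data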;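 note: 0% = IMP-1 with DMSO and 100% = DMSO wells lacking enzyme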
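System: Purified recombinant IMP-1 metallo-beta-lactamase enzyme | Measured by: Fluorescence quenching readout, ex 480/em 530 nm | Replication: Singlicate | Incubation: 15 min preincubation plus 25 min reaction at 25 °C | Evaluation: Percent inhibition from optical density relative to buffer-blank wells | Benchmarks: DMSO with and without IMP-1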
GalR3 antagonist: human GalR3 antagonism; O60755; HEK293 GalR3-CNG cAMP membrane potential fluorescence; galR3 body fused to GalR1 C-terminus; inhibition, % at 3 µM; 360,000 compounds, 0.44% hits;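 active = inhibition above the screen-wide average plus 3 SD, cut at about 13% in these data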;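 note: forskolin and galanin both at EC90 stimulate the cells; cAMP rise reported by CNG channel membrane potential dye signal; 0% = forskolin plus galanin with DMSO and 100% = forskolin alone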
pCIP destab: p/CIP protein destabilization; AID 1984; Q05BA5; 290,000 compounds, 0.01% hits; decrease of EGFP signal, % at 10 µM; F442A p/CIP-EGFP cells, EGFP fluorescence, 16 h;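 active = EGFP signal decrease of at least 30% at 10 µM or well 3 SD below plate mean, unless failing retest; inactive = the rest, including hits failing retest or dose response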; note: some compounds called inactive have numbers as strong as hits; many of its hits are not listed in these tables
CRFBP-R2 block: blocks CRF-induced signaling of the CRF-BP/CRF-R2 complex; 350,000 compounds, 0.59% hits; AID 588475; inhibition, % at 11.8 µM; HEK293 CRF-R2/CRF-BP, CRF-induced calcium fluorescence;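 active = inhibition of the ligand-induced calcium signal above about 50% at the single tested concentration, limit read from the data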
IDE cell activ: IDE (human) activation, cell-based; P14735; AID 493087; HEK cells, FAbeta-B cleavage, fluorescence polarization; 0% vehicle, 100% cell-free pure enzyme wells; 340,000 compounds, 0.073% hits; activation, % at 5.96 µM;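 active = activation above the mean of all tested compounds plus 3 SD, set per screening campaign, cut at about 17% in these data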
IDE cell inh: cellular human IDE inhibition; HEK cells, FAbetaB cleavage, fluorescence polarization; 320,000 compounds, 0.41% hits; inhibition, % at 5.59 µM; P14735;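 active = percent inhibition above the average of all tested compounds plus 3 SD, set per screening campaign, cut at about 16% in these data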;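 note: IDE supplied by intact live HEK cells; FP after avidin binding of uncleaved biotin substrate so inhibition keeps polarization high; 0% = DMSO wells and 100% = 60 µM reference IDE inhibitor Ii1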
* = called active by the depositor; . = not tested or not shown.

SMILES | NS3 helicase inh | UBC9 SUMO inh | VIM-2 inh | IMP-1 inh | GalR3 antagonist | pCIP destab | CRFBP-R2 block | IDE cell activ | IDE cell inh
Cc1nc(-c2ccccc2)sc1C(N)=O | 6 | 2 | -0.8 | -4.0 | 0 | 4 | 13 | -2 | 1
C/C(=N/NC(=O)CNC(=O)c1cccnc1)c1ccc(Cl)c(Cl)c1 | 9 | 14 | -1.1 | -2.7 | -11 | -4 | 2 | 1 | 1
CSc1nsc(SC)c1NC(=O)Nc1ccccc1C | -6 | 11 | -3.2 | -1.4 | 3 | -7 | 10 | -4 | -2
COc1ccccc1Nc1nc2ccc(C)cc2cc1C#N | -1 | 11 | -2.4 | -1.8 | -4 | 6 | -35 | 8 | 6
O=C(NCC1COc2ccccc2O1)Nc1ccccc1F (stereo unspecified) | 7 | 20 | -1.2 | 1.5 | -3 | -3 | 1 | -1 | -2
CN(C(=O)c1ccccc1NC(=O)C(F)(F)F)c1ccccc1 | -2 | -17 | -2.3 | -2.6 | -7 | -5 | -19 | -3 | 1
CN1CCCN(Cc2ccccc2C(F)(F)F)CC1 | -10 | 13 | -0.9 | -2.0 | -3 | 0 | 1 | -2 | 2
CCCN1CCn2c3c(c4cc(Br)ccc42)CCCC31 (stereo unspecified) | -18 | -20 | -2.6 | -2.2 | -13 | -1 | -34 | 4 | .
O=C(N/N=C/c1cccnc1)c1cccc(Cl)c1 | 6 | -2 | -0.5 | -1.5 | -9 | -4 | 26 | 6 | 1
Cc1ccc(C(=O)N/C(=C\c2cccs2)c2nc3ccccc3[nH]2)cc1 | -6 | -14 | -2.1 | -3.3 | 1 | 2 | -20 | 3 | 6
COc1ccc2c(c1)CCc1c-2n[nH]c1C(=O)O | -2 | 16 | 0.9 | 0.0 | -3 | 2 | -9 | 3 | 5
Cc1snc(S(=O)(=O)Cc2ccccc2Cl)c1C#N | -9 | 14 | -1.5 | -2.7 | -6 | -2 | 11 | 1 | 6
COC(=O)CN(c1ccc(OC)c(OC)c1)S(C)(=O)=O | -6 | -11 | -0.9 | -3.5 | 8 | 2 | -8 | 6 | 3
Cc1cc(C)n(/C(=C\N(C)C)C(=O)c2cccc([N+](=O)[O-])c2)n1 | 9 | 17 | -1.9 | -2.8 | -9 | -1 | 6 | 5 | -2
CCCOc1ccc(N2C(=O)CC(N3CCN(CCN=CC4=C(O)CC(C)(C)CC4=O)CC3)C2=O)cc1 (stereo unspecified) | -2 | 29 | -5.0 | -4.3 | -2 | -9 | 12 | 7 | -5
COc1ccc2sc(/C=C/c3ccccc3O)[n+](C)c2c1 | -36 | -18 | -1.1 | -1.9 | 5 | -14 | -78 | . | .
CCCN1CCN(C(=O)CCS(=O)(=O)c2cc3c(cc2Cl)NC(=O)CO3)CC1 | 2 | -4 | -2.3 | -4.2 | . | -1 | -1 | 4 | 1
N#C/C(=C\c1ccc(N2CCOCC2)o1)C(=O)Nc1ccc(O)cc1 | 4 | -8 | -4.0 | -4.0 | -3 | -165 | -117 | . | 59*
O=C(NNc1c2ccccc2nc2ccccc12)c1ccccc1O | 1 | -23 | -4.2 | -2.4 | -4 | 3 | 18 | 0 | -3
COc1ccc(OCc2nnc(SCC(=O)N3CCCC3)o2)cc1 | -1 | -3 | 0.0 | 0.8 | -8 | -9 | 3 | 3 | -1
COc1ccc(CNC(=O)C2CC(c3cc(C(F)(F)F)cc(C(F)(F)F)c3)=NO2)cc1 (stereo unspecified) | . | -7 | . | . | -1 | -3 | -2 | 1 | 4
O=C(COC(=O)COc1ccc(Cl)cc1)NCCCc1ccccc1 | . | . | . | . | -5 | . | 11 | 3 | 7
O=C(NC(=S)N1CCc2ccccc21)c1ccco1 | 12 | -1 | -5.2 | -3.7 | -4 | -5 | -25 | 6 | -2
Cc1ccc(C)c(NS(=O)(=O)c2c(C)[nH]c(C)c2C(=O)N2CCCCC2)c1 | -2 | 18 | -2.6 | -4.5 | 3 | -11 | 6 | -2 | -4
CCSc1nc2c(c(=O)[nH]c(=O)n2C)n1CC(O)COc1ccccc1C (stereo unspecified) | -2 | 6 | 0.0 | -1.3 | -3 | -21 | -4 | -3 | -6

Continued.
SMILES | NS3 helicase inh | UBC9 SUMO inh | VIM-2 inh | IMP-1 inh | GalR3 antagonist | pCIP destab | CRFBP-R2 block | IDE cell activ | IDE cell inh
Cc1[nH]nc(SCC(=O)NCc2ccc(F)cc2)c1[N+](=O)[O-] | -5 | -15 | -1.8 | -2.7 | 0 | 6 | 7 | 6 | 6
COc1cc(Cl)c([C@@H]2C[C@H]3CN(c4ccccc4)C(=O)[C@]34CCCN24)cc1OC | 11 | 19 | -3.4 | -2.8 | -3 | -6 | -3 | 4 | 2
O=C(N/N=C/c1cccc(C(F)(F)F)c1)c1ccccc1O | 8 | 8 | 0.3 | -2.4 | 4 | 6 | 31 | 5 | 2
O=C(Cc1ccc(Cl)cc1)NC1CCCCCC1 | -6 | -4 | -2.6 | -2.0 | -6 | -7 | -2 | -3 | 1
Cc1cc(-c2ccc(C)c(S(=O)(=O)NCCC(C)N3CCCCCC3)c2)on1 (stereo unspecified) | -8 | -6 | -3.1 | -2.4 | -3 | 9 | 8 | -3 | 7
O=C(N/N=C/c1ccc(OCc2ccccc2)cc1)c1cc[n+](Cc2ccccc2)cc1 | -67 | -4 | -2.1 | -6.3 | -9 | 0 | 3 | -1 | -4
Nc1nc(-c2ccc(Cl)cc2)cn1N | -3 | 30 | -4.2 | -2.3 | 0 | 3 | 15 | -3 | 2
Cc1ccc2nc(NCc3ccccc3)c(C=O)c(=O)n2c1 | 3 | -3 | -4.3 | -3.1 | 5 | 0 | -23 | 3 | 1
CCNC(=O)/C(C#N)=C/c1c(N2CCCCCC2)nc2ccccn2c1=O | -1 | 5 | 1.5 | -1.3 | -8 | 0 | 4 | 1 | 1
CCOC(=O)C1(Cc2ccc(OC)cc2)CCN(C(=O)CCc2cnccn2)CC1 | 2 | 21 | -1.3 | -1.7 | 1 | -8 | -15 | -6 | -2
Cc1ccc(NC(=O)Cc2nnc(SCC(=O)c3ccc(Br)cc3)n2C)cc1Cl | 3 | 1 | -2.7 | -4.5 | -5 | 5 | . | . | -1
CCOC(=O)N1CCC(N2Cc3cccc(C(=O)NCc4ccc5c(c4)OCO5)c3C2=O)CC1 | 13 | 14 | -2.6 | -0.9 | 3 | -3 | -4 | -4 | -6
CC(=O)c1ccc(N2CCN(c3ccc(C(N)=O)cc3[N+](=O)[O-])CC2)cc1 | 8 | -3 | -0.5 | -2.7 | -7 | 4 | -23 | -2 | 0
CC(C)NC(=O)c1ccccc1S(=O)(=O)c1ccccc1C#N | 0 | -8 | -1.5 | -1.8 | 2 | 10 | -12 | 2 | 3
Cc1ccc(NC(=O)Cn2cc3c(n2)CCC(C)C3)cc1 (stereo unspecified) | 5 | -14 | -3.9 | -2.3 | -1 | -2 | 4 | 1 | 0
CCOC(=O)c1ccc(NC(=O)COc2ccccc2OC)cc1 | -15 | 9 | -0.1 | -0.5 | -4 | -12 | 3 | 4 | 1
CC(C)(C)C(=O)C(CO)(Oc1ccc(Cl)cc1)n1cncn1 (stereo unspecified) | -14 | -9 | -2.0 | -3.3 | -3 | 6 | 8 | 0 | 6
O=C(O)CCC(=O)Nc1ccccc1C(=O)NCc1ccccc1 | -2 | -7 | 0.6 | -3.0 | 0 | 11 | -12 | -1 | 3
COc1cc(C2NC(=O)c3ccccc3O2)cc(OC)c1OC (stereo unspecified) | -16 | 23 | 1.2 | 0.6 | 0 | -3 | -22 | 1 | -5
CC(=O)N=c1sc(S(N)(=O)=O)nn1C | 11 | -16 | -4.3 | -6.0 | -2 | -15 | 111* | 3 | 2
NC(=O)c1cc([N+](=O)[O-])ccc1N1CCCCC1 | -8 | 5 | -0.1 | -2.2 | 0 | -12 | 32 | 3 | 0
COC(=O)c1sc2ccccc2c1NC(=O)c1ccc(S(=O)(=O)N2CCCCC2)cc1 | -7 | -17 | -0.3 | -0.7 | 1 | 3 | -14 | -4 | -1
Cc1ccsc1/C=N/NS(=O)(=O)c1ccc([N+](=O)[O-])cc1 | 0 | -3 | 1.3 | -4.0 | 1 | -8 | 26 | -4 | 3
CCCCC(=O)Nc1ccc(S(=O)(=O)Nc2nccc(C)n2)cc1 | -3 | 2 | -1.1 | -1.8 | -8 | -4 | -3 | 1 | 2
Clc1nnc2ccc(-c3ccccc3)nn12 | 7 | 25 | -1.6 | -2.0 | 2 | 8 | 1 | 3 | 3

Following part:
SMILES | NS3 helicase inh | UBC9 SUMO inh | VIM-2 inh | IMP-1 inh | GalR3 antagonist | pCIP destab | CRFBP-R2 block | IDE cell activ | IDE cell inh
O=C(OCCN1C(=O)c2cccc3c(N4CCOCC4)ccc(c23)C1=O)c1ccc(Cl)cc1 | -1 | 35 | -0.1 | -2.7 | 0 | -34 | -374 | -17 | 1
CCOC(=O)C1=C(COC(=O)c2cccnc2Cl)NC(=O)NC1C (stereo unspecified) | . | . | . | . | -3 | . | -4 | 2 | 2
Cc1ccn2c(=O)c(C(=O)NC3CCCCC3C)c(O)nc2c1 (stereo unspecified) | . | . | . | . | -1 | . | 3 | 4 | -10
Cc1ccc2oc(-c3cccc(NC(=O)C4CCCO4)c3)nc2c1 (stereo unspecified) | -4 | -1 | 0.3 | -7.6 | -2 | -8 | -5 | -2 | 2
C/C(=C(\C#N)C(=O)NC1CCCCC1)N(C)C | -1 | 9 | 0.5 | -0.1 | -4 | -1 | 1 | 3 | 5
CC1(C)OC(=O)C(=CNNc2c(Cl)cc(Cl)cc2Cl)C(=O)O1 | -1 | 11 | -0.4 | -1.6 | -6 | -4 | -31 | 2 | 3

Entries listed so far with an aryl thioether with sulfur outside any ring (5):
SMILES | NS3 helicase inh | UBC9 SUMO inh | VIM-2 inh | IMP-1 inh | GalR3 antagonist | pCIP destab | CRFBP-R2 block | IDE cell activ | IDE cell inh
CSc1nsc(SC)c1NC(=O)Nc1ccccc1C | -6 | 11 | -3.2 | -1.4 | 3 | -7 | 10 | -4 | -2
COc1ccc(OCc2nnc(SCC(=O)N3CCCC3)o2)cc1 | -1 | -3 | 0.0 | 0.8 | -8 | -9 | 3 | 3 | -1
CCSc1nc2c(c(=O)[nH]c(=O)n2C)n1CC(O)COc1ccccc1C (stereo unspecified) | -2 | 6 | 0.0 | -1.3 | -3 | -21 | -4 | -3 | -6
Cc1[nH]nc(SCC(=O)NCc2ccc(F)cc2)c1[N+](=O)[O-] | -5 | -15 | -1.8 | -2.7 | 0 | 6 | 7 | 6 | 6
Cc1ccc(NC(=O)Cc2nnc(SCC(=O)c3ccc(Br)cc3)n2C)cc1Cl | 3 | 1 | -2.7 | -4.5 | -5 | 5 | . | . | -1
